NR2E3 ag-1 = agonists of human nuclear receptor NR2E3. GST-NR2E3/biotin-RetCOR TR-FRET, 1536-well. inhibition of corepressor binding, % at 4.78 µM. 0.12% of 320,000 active. AID 2300;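 active means percent inhibition above the cutoff of mean plus 3 SD of all tested compounds, set per screening campaign, cut at about 20% in these data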;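 further: 0% = DMSO wells and 100% = biotin wells as full block of FRET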
Target sequence (Q9Y5X4 whole entry, looked up): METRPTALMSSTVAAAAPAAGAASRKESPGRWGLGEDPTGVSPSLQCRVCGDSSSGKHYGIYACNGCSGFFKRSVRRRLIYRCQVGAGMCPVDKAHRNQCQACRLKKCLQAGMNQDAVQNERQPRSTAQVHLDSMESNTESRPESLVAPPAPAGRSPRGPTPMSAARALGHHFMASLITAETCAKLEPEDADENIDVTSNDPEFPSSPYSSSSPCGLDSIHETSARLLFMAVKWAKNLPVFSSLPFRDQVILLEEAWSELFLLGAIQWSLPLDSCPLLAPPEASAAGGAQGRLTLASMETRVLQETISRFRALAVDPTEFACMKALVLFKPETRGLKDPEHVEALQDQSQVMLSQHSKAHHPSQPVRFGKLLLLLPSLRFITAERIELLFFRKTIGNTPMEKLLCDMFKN
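Test system: GST-NR2E3 and biotin-RetCOR proteins | Quantity: 1.35 nM GST-tagged NR2E3 final | Medium: Tris pH 7.5 | Also added: 7 nM biotin-RetCOR | Dosing: Compound at 4.8 µM, single dose | Timing: 5 h at 4 °C | Detection: Time-resolved FRET | Read-out basis: Percent inhibition | Benchmarks: Biotin wells as high control, 0.6% DMSO wells as low control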
HIF-2a block = inhibitors of HIF-2a. 786-0 RCC cells HIF-2a reporter, luciferase luminescence, overnight. inhibition, % at 18.8 µM. 0.72% of 360,000 active;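 active means inhibition of the luminescence signal of 40% or more relative to plate controls, in a single-dose primary screen at 18.75 µM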
MITF TRPM1 inh = inhibitors of MITF-driven TRPM1 promoter in melanoma cells; SK-MEL-5 TRPM1 promoter luciferase, 24 h; inhibition, % at 12.5 µM; 0.83% of 330,000 active; AID 488899;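 active means mean inhibition across replicates of 60% or more, whatever share of single replicates reaches that level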; further: values of inactives mirror those of a sister screen read the other way
Peg3 prom inh = reduces Peg3 promoter-driven luciferase expression in HeLa | HeLa PEG-Prom luciferase reporter, luminescence, overnight | inhibition, % at 20 µM | 1.7% of 360,000 active;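 active means inhibition of at least 50% at 20 µM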
Shn3 3UTR inh = Schnurri-3 reporter inhibition in Clone20 osteoblasts; Clone20 osteoblast Shn3 3'UTR firefly luciferase, 24 h; inhibition, % at 12.5 µM; 0.52% of 360,000 active; AID 588674;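 active means mean inhibition of at least 75% with every replicate also reaching 75%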;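 further: 0% = median of neutral control wells and 100% = pilot-screen positive control compound; some compounds past the cut are filed as inactive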
CaV13 FRET inh = Primary screen for inhibitors of IQ motif and Ca2+-dependent inactivation inhibitor domain binding in CACNA1D, Förster resonance energy transfer in living cells, …. HEK cells, CFP/YFP FRET ICDI-IQ, plate reader, 10 min; percent FRET-ratio fall versus neutral wells. inhibition, % at 12.3 µM. 0.098% of 340,000 active;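 active means mean replicate inhibition of at least 30% and at least 1% of replicates passing that level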;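 further: 0% = median of the neutral control wells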
CF NFkB block = blocks PAF-induced NF-kB reporter in cystic fibrosis cells; KKLEB NF-kB-GFP reporter, GFP fluorescence overnight; inhibition, % at 5 µM; 0.86% of 360,000 active;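 active means at least 50% inhibition at 5 µM, scaled per plate between neutral and stimulator controls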;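 further: PAF is a Pseudomonas aeruginosa culture filtrate used as stimulus; plate controls were PAF-stimulated DMSO wells for no effect and unstimulated DMSO wells for full effect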
PDI turbidity = inhibitors of human protein disulfide isomerase; P07237; PDI insulin aggregation turbidity, A650, 90 min; inhibition, % at 10 µM; 0.052% of 350,000 active; AID 588391;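 active means mean inhibition across replicates of 30% or more, whatever share of single replicates reach that level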;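 further: absorbance from insulin aggregation driven by PDI reduction with DTT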
Target sequence (P07237 whole entry, looked up): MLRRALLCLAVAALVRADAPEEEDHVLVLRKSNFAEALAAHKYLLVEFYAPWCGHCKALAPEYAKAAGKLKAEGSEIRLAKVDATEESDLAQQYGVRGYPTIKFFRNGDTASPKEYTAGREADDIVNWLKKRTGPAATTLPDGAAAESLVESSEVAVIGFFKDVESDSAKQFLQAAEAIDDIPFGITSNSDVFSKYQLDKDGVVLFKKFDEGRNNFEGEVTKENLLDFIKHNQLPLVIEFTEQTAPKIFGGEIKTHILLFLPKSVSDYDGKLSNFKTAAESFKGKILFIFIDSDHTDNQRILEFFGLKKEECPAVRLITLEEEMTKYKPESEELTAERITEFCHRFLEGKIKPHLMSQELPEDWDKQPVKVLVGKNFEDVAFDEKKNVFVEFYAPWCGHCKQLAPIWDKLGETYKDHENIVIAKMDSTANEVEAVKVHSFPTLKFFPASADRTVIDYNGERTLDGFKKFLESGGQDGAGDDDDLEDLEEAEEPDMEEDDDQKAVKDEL
KKLEB cytotox = reduces viability of KKLEB cystic fibrosis airway cells. KKLEB CF airway cells viability, ATPlite luminescence, overnight; stronger effect = lower value; cells stimulated with P. aeruginosa culture filtrate. activity change (cytotoxicity), % at 5 µM. 0.36% of 360,000 active. AID 602141;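 active means corrected activity change at or below -50% at 5 µM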
NR2E3 ag-2 = agonists of human NR2E3 nuclear receptor; AID 602229; Q9Y5X4; 0.35% of 360,000 active; CHO-S Gal4-NCOR/VP16-NR2E3 two-hybrid, luciferase; inhibition of corepressor binding, % at 3.98 µM;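 active means inhibition above the mean of all tested compounds plus 3 SD, cut at about 70% in these data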;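 further: 0% = DMSO with NR2E3 transfected cells and 100% = cells lacking NR2E3 construct; higher means lower luciferase signal from less NR2E3 corepressor binding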
Vif inh = blocks HIV Vif function | HEK293T cells, Vif self-association by quenched fluorescence, imaging, 24 h | inhibition, % at 7.49 µM | 0.35% of 340,000 active | AID 602346; in the data active means inhibition above about 50%, passing the limit was not always enough; further: some results filed as inactive read as strong as hits
Starred values were filed as active, the others as inactive; nt = not tested or not shown.

SMILES	NR2E3 ag-1	HIF-2a block	MITF TRPM1 inh	Peg3 prom inh	Shn3 3UTR inh	CaV13 FRET inh	CF NFkB block	PDI turbidity	KKLEB cytotox	NR2E3 ag-2	Vif inh
CC(C)[C@@H]1CC[C@@H](C)C[C@H]1OC(=O)C[n+]1cc(-c2ccc(Cl)cc2)n2c1CCCCC2	-3	-15	79*	50	79	-18	48	4	-44	-14	-18
C[C@H](CO)N1C[C@H](C)[C@@H](CN(C)C(=O)Nc2ccccc2)Oc2c(NC(=O)NC3CCCCC3)cccc2C1=O	nt	11	-4	-19	15	-5	-1	6	0	-8	-6
CCOC(=O)c1c(C)c(C(=O)O)n(C)c1C	0	8	-10	1	6	-7	0	-1	9	-17	10
Cc1cccc(OC(=O)n2c(=S)oc3cc(Cl)ccc32)c1	-1	6	6	8	0	-5	12	-2	-8	-9	-4
CC(C)c1cc(N=O)cc(C(C)C)c1O	nt	-4	-4	0	11	-11	44	5	4	-18	3
CC(=O)Nc1nc(-c2cc([N+](=O)[O-])cs2)cs1	-23	-5	-1	-44	-17	-7	3	1	8	-11	-7
N#Cc1ccccc1NC(=O)CNc1cc(S(=O)(=O)N2CCOCC2)ccc1NCC1CCCO1 (stereo not drawn)	nt	-109	2	4	3	-6	-28	14	9	-11	-2
c1ccc2c(c1)nnn2Cn1nnc2ccccc21	nt	-20	nt	-24	-17	-12	9	10	0	4	14
CCCn1c(SCC(=O)Nc2ccc(OC)cc2)nnc1-c1ccncc1	5	13	10	2	-14	-3	15	6	-7	-2	1
Cc1ccc(C(=O)COC(=O)c2cn(-c3ccccc3)nc2-c2ccccc2)cc1[N+](=O)[O-]	0	11	-8	15	0	-15	-4	6	-14	-31	-2
COc1ccc(CNC(=O)C2CC(c3ccc(OC)cc3)=NO2)cc1 (stereo not drawn)	2	2	8	8	-10	-12	16	-5	-34	-12	2
COc1cccc(OC)c1NC(=O)C1CCCN1C(=O)Nc1cccc(Cl)c1 (stereo not drawn)	2	8	2	15	11	-4	-16	-11	12	-11	17
C=CCNC(=O)N1CCCC(C(=O)c2cccc(Cl)c2)C1 (stereo not drawn)	1	4	6	11	-1	1	0	-16	3	-18	-3
Cc1cc(Br)ccc1NC(=S)NCCc1ccccc1	nt	-7	-5	6	4	-6	-3	7	-5	-19	9
O=C(NC(=S)NCc1ccco1)c1cccc(Cl)c1	-1	-59	-13	-32	-5	-3	-5	-4	6	-32	4
C[C@@H]1CCCCO[C@H](CN(C)Cc2ccc3c(c2)OCO3)[C@H](C)CN([C@@H](C)CO)C(=O)c2cc(NC(=O)c3ccccc3)ccc2O1	nt	-20	nt	-3	-5	-2	-4	-7	8	-8	-7
CCOCCCNC(=O)c1ccc2c(c1)ncn2-c1cccc(C)c1	1	-10	-5	1	2	-2	1	-1	-4	-22	nt
Cc1ccc(C(=O)CSc2nnc(-c3cccnc3)n2N)cc1	6	4	6	26	-29	-8	4	-3	-14	3	-7
CCCCN=C1NC(=O)C(CC(=O)NCCc2ccc(OC)cc2)S1 (stereo not drawn)	0	14	-12	12	17	-7	-17	-2	10	-30	-7
Cc1cc([N+](=O)[O-])nn1CC(=O)N/N=C/c1ccccc1F	-1	12	-8	10	11	4	1	-10	-3	-7	18
CCCCCC(=O)NC(=S)Nc1cccc(C(C)=O)c1	1	-51	-19	-54	-21	-3	-9	-17	-15	1	-3
CC(C)c1ccc(NC(=S)NC2CC3C=CC2C3)cc1 (stereo not drawn)	-2	-243	-78	-300	-63	-4	5	-10	-2	-69	5
Cc1ccc(OC(C)C(=O)Nc2ccccc2C(=O)N2CCN(C)CC2)cc1 (stereo not drawn)	-2	-7	5	10	-4	-6	-16	-4	5	2	-11
CC(C)(C)c1ccc(C(=O)NNC(=O)c2ccc(Cl)cc2)cc1	0	-3	2	-7	-2	-3	-12	-9	-20	5	nt
Cc1noc(C(=O)Nc2c(C)nn(Cc3ccccc3)c2C)c1Cl	4	9	11	8	3	-6	-1	0	2	2	nt
COc1cc(C(C)=O)ccc1OCC(O)CN1CCN(c2ccccc2)CC1 (stereo not drawn)	1	14	-4	7	-2	-5	11	6	-2	-10	-11
Cc1cc(-c2ccc(S(=O)(=O)N3CCN(C)CC3)s2)on1	3	4	1	-1	12	-2	-22	3	9	-5	1
Cn1c(CNc2ccccc2)nc2ccccc21	-2	-171	8	-223	-94	-5	6	5	7	-89	nt
CCOc1ccc(NC(=O)CC2S/C(=N/N=C3CCCCCC3)NC2=O)cc1 (stereo not drawn)	5	9	-6	12	-2	-2	-22	5	9	-6	-5
CSCCC(C(=O)Nc1c(C)cccc1C)N1CCN(C/C=C/c2ccccc2)CC1 (stereo not drawn)	nt	1	nt	1	2	nt	-11	nt	2	18	0
COCCCNC(=S)NCCCNc1nc2cc3c(cc2cc1C#N)OCO3	-3	-39	14	-17	-17	-2	0	-4	8	0	1
Cc1nc(-c2ccccc2)sc1-c1nc(-c2ccccc2)ncc1S(=O)(=O)c1ccccc1	1	17	-6	28	8	-4	18	-5	-9	-6	13
CCCCOc1ccc(NC(=O)C2OC3OC(C)(C)OC3C3OC(C)(C)OC23)cc1 (stereo not drawn)	3	22	10	6	-39	-5	-15	-9	-22	-12	2
Cc1cc(=O)n(C)c(=O)n1CC(=O)N1CCCCCC1	-3	12	4	4	13	-6	0	3	4	-2	nt
COc1ccc(C(=O)CCN2CCCC(C)C2)cc1 (stereo not drawn)	0	16	13	0	-2	-3	-23	-5	-4	-17	nt
O=C(CCCC(=O)NCc1ccc(F)cc1)NCc1ccc(F)cc1	0	14	2	6	-7	-12	-3	6	-5	-28	11
CN(c1ccc(OCC(=O)OCc2nnc(-c3ccccc3)o2)cc1)S(=O)(=O)c1ccc(Cl)cc1	-6	7	-7	-16	-20	-6	-1	-1	7	-13	nt
Cc1ccc(-c2nnc3ccc(SCC(=O)N4CCc5ccccc54)nn23)cc1	0	30	nt	34	11	-6	6	-3	-18	25	16
COc1cccc(C(=O)N2CCC(O)(c3cccnc3)CC2)c1	5	7	-8	7	7	-6	-2	9	8	8	3
CCOC(=O)c1cnc(N2CCN(c3ccccc3)CC2)[nH]c1=O	nt	14	-7	1	-11	-17	-5	4	-8	-29	10
CCCCCc1c(C)nc(N2CCc3ccccc3C2)[nH]c1=O	nt	-8	-18	7	-2	-4	-2	-3	11	-13	nt
O=C(C1CCN(c2nc(-c3ccccc3)nc3c2CCC3)CC1)N1CCCC1	1	18	5	7	-12	nt	7	5	-10	0	-5
COc1cc(NC(=O)c2sc3ncn(CC(=O)N4CCC(C)CC4)c(=O)c3c2C)cc(OC)c1OC	-3	19	9	18	13	-3	-1	16	-5	4	-2
C=CCNC(=O)[C@H]1N2C(=O)c3ccccc3C2SC1(C)C (stereo partly drawn)	3	8	-5	-2	-22	-3	-10	4	11	-24	20
O=C(Nc1cnn(Cc2ccc(Cl)cc2)c1)c1ccc([N+](=O)[O-])cc1	2	10	-7	17	28	nt	-16	-4	-4	13	-6
COc1ccc(OC)c(-n2nnnc2SCC(=O)Nc2nc(C)c(C)s2)c1	-1	15	2	1	27	-5	-2	-2	2	-18	-4
Cc1ccc2nc(N/C(=N/S(=O)(=O)c3ccc(F)cc3F)c3ccccc3)sc2c1	4	-119	-7	-49	-42	-7	11	2	2	-59	-1
CCc1cc(C(=O)OC)c(NC(=O)CC2Nc3cc(C)c(C)cc3NC2=O)s1 (stereo not drawn)	-2	7	-1	15	-11	-5	1	16	0	-14	-3

Exported with two lines to a compound: part of the list above.
Values in the order: NR2E3 ag-1	HIF-2a block	MITF TRPM1 inh	Peg3 prom inh	Shn3 3UTR inh	CaV13 FRET inh	CF NFkB block	PDI turbidity	KKLEB cytotox	NR2E3 ag-2	Vif inh
C=CCNC(=O)[C@H]1N2C(=O)c3ccccc3C2SC1(C)C (stereo partly drawn)
→ 3	8	-5	-2	-22	-3	-10	4	11	-24	20
O=C(Nc1cnn(Cc2ccc(Cl)cc2)c1)c1ccc([N+](=O)[O-])cc1
→ 2	10	-7	17	28	nt	-16	-4	-4	13	-6

(cont.)
SMILES	NR2E3 ag-1	HIF-2a block	MITF TRPM1 inh	Peg3 prom inh	Shn3 3UTR inh	CaV13 FRET inh	CF NFkB block	PDI turbidity	KKLEB cytotox	NR2E3 ag-2	Vif inh
COCCNC(=O)Cn1ccc2cc(S(=O)(=O)N3CCCCCC3)ccc21	2	6	-1	2	-31	-2	-5	-6	10	-5	10
O=C(CSc1nc2ccccc2c(=O)n1-c1ccc(F)cc1)Nc1ccc(Cl)c(S(=O)(=O)N2CCOCC2)c1	-3	-9	2	33	27	-5	-20	-1	7	-25	4
COc1ccc2c(C)cc(SCC(=O)Nc3c(C)n(C)n(-c4ccccc4)c3=O)nc2c1	2	23	-3	29	0	nt	-4	-11	0	5	6
Cc1ccc(S(=O)(=O)NCC(=O)N2CCOCCOCCOCC2)cc1	2	3	-14	4	-1	-5	2	3	2	-4	0
CN(C(=O)COC(=O)COc1ccccc1F)C1CCS(=O)(=O)C1 (stereo not drawn)	2	16	-5	15	-2	-5	7	-7	1	-10	34
CCN(CC)CCCNC(=O)c1c(O)c2cc(F)cc3c2n(c1=O)C(C)CC3 (stereo not drawn)	-2	17	-4	17	5	-4	-11	-5	-4	1	-8
O=C(O)c1cc(-c2ccc(Cl)c(Cl)c2)n(-c2ccc(F)cc2)n1	-2	8	-3	17	9	-5	-15	2	4	-28	-3
O=C(Cn1nnc(-c2ccccc2)n1)OC1CCOC1=O (stereo not drawn)	1	19	4	2	-4	nt	2	-11	6	2	nt
Cc1[nH]c2ccccc2c1C(=O)COC(=O)C1CC(O)CN1S(=O)(=O)c1ccc(Cl)cc1 (stereo not drawn)	2	12	10	11	-1	-5	14	5	-10	-14	-5
COc1cccc(CN2CC(C(=O)NCCSc3nnnn3C)CCC2=O)c1 (stereo not drawn)	2	5	-3	6	-4	nt	-21	-2	15	-21	-4
O=C(NNC1=NCCCCC1)c1cccc([N+](=O)[O-])c1	1	9	-4	17	-5	-4	7	-1	7	-4	-1
C#CCNC(=O)C1=C[C@@H](c2coc3ccccc3c2=O)[C@H](CCCO)[C@@H](OCC)O1	-2	14	-2	3	18	-11	-34	0	5	-16	6
O=C(NCc1ccccn1)Nc1cccc(NC(=O)NCc2ccccn2)c1	-2	-149	-53	-103	-44	-6	-20	4	-4	-47	4
CC(NC(=O)C1CCC(=O)N1Cc1ccc(F)cc1)c1ccc2c(c1)OCCO2 (stereo not drawn)	1	5	4	0	-24	-7	7	8	4	32	-5
Cc1cccc2nc(CSc3nnc4ccccn34)cn12	-3	-119	-8	-136	-24	-4	-41	-4	12	-76	-1
COC(=O)c1cc(OC)c(OC)cc1NC(=S)N1CCCC1	-2	16	-1	0	1	-2	18	3	5	-6	13
COc1nc(OC)nc(N2CCC(C(=O)NCc3ccco3)CC2)n1	1	20	8	-1	10	-3	8	-1	-3	0	7
OC[C@@H]1CN(Cc2ccc(Cl)cc2)C[C@H](n2cnc3c(NC4CCC4)ncnc32)O1	nt	2	nt	9	-5	-12	-7	7	0	-3	nt

Screening results (PubChem)
